DRD3 agonist: qHTS of D3 Dopamine Receptor Agonist: qHTS; D(3) dopamine receptor (Homo sapiens), P35462; D3R DiscoveRx beta-arrestin cells, luminescence, 90 min; max activation, %; actives 0.58% (n = 410,000); in the data active = max activation above about 30%; also: 0% is about no effect; mostly tested at two doses, the higher about 12 µM
Target sequence (P35462 whole entry, looked up): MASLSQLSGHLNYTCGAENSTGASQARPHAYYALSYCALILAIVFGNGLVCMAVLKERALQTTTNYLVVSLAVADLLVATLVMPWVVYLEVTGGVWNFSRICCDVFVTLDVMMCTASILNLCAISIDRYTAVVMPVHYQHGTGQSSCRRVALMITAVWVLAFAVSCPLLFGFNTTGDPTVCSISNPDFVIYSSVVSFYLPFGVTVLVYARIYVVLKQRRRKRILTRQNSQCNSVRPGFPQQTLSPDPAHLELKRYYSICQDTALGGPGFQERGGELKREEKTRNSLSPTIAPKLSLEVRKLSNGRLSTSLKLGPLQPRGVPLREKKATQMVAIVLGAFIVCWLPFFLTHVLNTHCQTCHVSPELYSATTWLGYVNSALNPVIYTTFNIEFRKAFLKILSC
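Cells at 1500/well, incubated overnight, then treated with pinned compounds (dopamine as control) for 90 min at 37 degrees C. DiscoveRx reagent added for 30 - 60 minutes at room temperature; luminescence read.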
DRD3 antagonist: qHTS of D3 Dopamine Receptor Antagonist: qHTS; AID 652054, 2013; actives 2.5% (n = 360,000); max response, negative = inhibition, %; D(3) dopamine receptor (Homo sapiens), P35462; D3R cells, DiscoveRx beta-arrestin luminescence, antagonist mode; active compounds read low; in the data active = max response below about -50%; inconclusive = no clear call, values can overlap the other calls; also: % is scaled to controls: 0 for no effect and ±100 for the full control effect; mostly tested at two doses, the higher about 12 µM
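Cells expressing the human receptor were seeded at 1500 cells/well, incubated overnight at 37 degrees C in 5% CO2, then exposed to library compounds with dopamine controls for 90 minutes at 37 degrees C before luminescent detection.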
GLP1R ag: qHTS of GLP-1 Receptor Agonists; Glucagon-like peptide 1 receptor (Homo sapiens), P43220; HEK293 GLP-1R CRE-luciferase, luminescence, 4-6 h; cells express a hypersensitive GLP-1R form; Potency, µM (titrated, usually from 45.6 µM), without a hit: top-dose activation, hits mostly activators; actives 0.007% (n = 380,000); also: potency is read from the fitted curve at half-maximal effect; % of control where 0% means no effect
Target sequence (P43220 whole entry, looked up): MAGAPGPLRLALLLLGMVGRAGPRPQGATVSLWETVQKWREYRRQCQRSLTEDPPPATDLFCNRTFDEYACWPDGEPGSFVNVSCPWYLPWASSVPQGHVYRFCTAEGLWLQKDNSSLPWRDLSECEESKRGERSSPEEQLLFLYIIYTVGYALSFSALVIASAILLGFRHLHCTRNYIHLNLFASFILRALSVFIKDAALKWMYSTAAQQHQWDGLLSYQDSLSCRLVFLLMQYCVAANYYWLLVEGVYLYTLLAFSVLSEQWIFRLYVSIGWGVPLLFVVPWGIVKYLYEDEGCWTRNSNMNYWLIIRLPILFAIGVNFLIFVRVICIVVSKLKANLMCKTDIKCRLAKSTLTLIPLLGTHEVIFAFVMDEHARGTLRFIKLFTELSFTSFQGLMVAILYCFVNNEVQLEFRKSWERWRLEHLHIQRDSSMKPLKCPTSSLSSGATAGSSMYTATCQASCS
TDP-43 yeast inh: qHTS of TDP-43 Inhibitors; TDP-43 expressing yeast growth rescue, BacTiter-Glo, 24 h; Potency, µM (series often up to 46.1 µM), for the others: at the highest dose growth rescue (activation), hits mostly activators; actives 1.8% (n = 410,000); AID 652104, 2013; also: potency is read from the fitted curve at half-maximal effect; % of control where 0% means no effect; nearly all actives have a fitted effect of over 50% in size
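Yeast cells expressing TDP-43 under galactose induction are exposed to compounds for 24 hr at 30 deg C. BacTiter-Glo luminescence measures growth, so protective compounds score as activators.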
PTHR1 ag: qHTS for PTHR1 Agonists: Primary Screen | Parathyroid hormone/parathyroid hormone-related peptide receptor (Homo sapiens), Q03431 | HEK293 GP2 PTHR1 cells, GloSensor cAMP luminescence, 1 h | Potency, µM (highest dose often 115 µM), for the others: top-dose activation, actives largely listed as activators | actives 0.075% (n = 410,000); also: potency is read from the fitted curve at half-maximal effect; nearly all actives have a fitted effect of over 55% in size; some results filed as inactive show a strong effect at the top dose; inactives centre near -15; many of its hits are not listed in these tables
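HEK-293-derived GP2 cells expressing PTHR1 and a GloSensor cAMP reporter, 3,000/well, plated overnight, given luciferin plus IBMX (each 0.5 mM as added) for 1 h at 37 °C, then compound for 1 h at 37 °C. Luminescence was read after 15 min at room temperature.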
aSyn yeast inh: qHTS of alpha-syn Inhibitors; actives 0.14% (n = 370,000); AID 652106, 2013; Yeast expressing alpha-synuclein, growth rescue, BacTiter-Glo, 24 h; Potency, µM (top dose mostly 46.1 µM), inactives show at the highest dose growth rescue (activation), most hits filed as activators; also: potency is read from the fitted curve at half-maximal effect; % of control where 0% means no effect; nearly all actives have a fitted effect of over 65% in size
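Readout is rescue of growth in alpha-synuclein-expressing yeast, so inhibitors of toxicity appear as activators. Growth after 24 hr at 30 deg C in galactose medium is quantified by luminescence.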
KB-V1 cytotox: qHTS assay for MDR1-selective chemotherapeutics: Primary screen using the drug-selected MDR subline cells KB-V1; KB-V1 MDR cells viability, CellTiter-Glo, 72 h; Potency, µM (titrated, usually from 46.1 µM), for the others: at the highest dose activity change, negative = cytotoxicity, actives largely listed as cytotoxic; actives 3.4% (n = 400,000); also: potency is read from the fitted curve at half-maximal effect; % is scaled to controls: 0 for no effect and ±100 for the full control effect; nearly all actives have a fitted effect of over 60% in size
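Readout: CellTiter-Glo luminescence, 10 min after addition. Cells: KB-V1 MDR subline, 72 h at 37 degrees C with compound. Analysis: corrected, normalized data fitted to concentration-effect curves.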
GLP1R cytotox: qHTS of GLP-1 Receptor Inverse Agonists: Cytotox Screen. AID 624418, 2012. Potency, µM (highest dose often 38.3 µM), inactives show top-dose activity change, negative = inhibition, most hits filed as inhibitors. actives 0.13% (n = 410,000). HEK293 cAMP-luciferase reporter cells, luminescence, 24 h;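 also: loss of luciferase light is scored as toxicity; potency is read from the fitted curve at half-maximal effect; % is scaled to controls: 0 for no effect and ±100 for the full control effect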
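Luminescence readout: signal drop marks cytotoxicity. Plated cells grew 12 h at 37 °C, 5% CO2, received 23 nL compound for 24 h, then got luciferase reagent, read after 12 min at RT.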
GLP-1R inv ag: qHTS of GLP-1 Receptor Inverse Agonists (Inhibition Mode) | Glucagon-like peptide 1 receptor (Homo sapiens), P43220 | HEK293 GLP-1R CRE-luciferase, luminescence, 24 h; GLP-1R form is constitutively active | Potency, µM (doses to about 38.3 µM), without a hit: at the top dose activity change, negative = inhibition, most hits filed as inhibitors | actives 1.6% (n = 410,000) | AID 624417, 2012; also: potency is read from the fitted curve at half-maximal effect; % is scaled to controls: 0 for no effect and ±100 for the full control effect; nearly all actives have a fitted effect of over 55% in size
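Readout was luciferase luminescence, measured 12 min after detection reagent at room temperature. Beforehand, GLP-1R reporter HEK293 cells had sat 12 h, then received compounds for 24 hr at 37 deg C.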
Numbers without * were called inactive; i = inactive; ? = inconclusive; . = no result given; & = joins results of further samples; [ ] = remark or other dose. Unless noted, calls follow the shape of the dose curve; as a rule, active = well fitted curve in the direction sought with a large enough effect; inconclusive = small, poorly fitted or top-dose-only effect, or another doubt; inactive = no such curve, though single readings can be large; an effect the other way counts as inactive or inconclusive. An excerpt. The share of hits here may be higher or lower than overall.

No.	SMILES	GLP1R cytotox	aSyn yeast inh	DRD3 antagonist	GLP-1R inv ag	PTHR1 ag	TDP-43 yeast inh	KB-V1 cytotox	DRD3 agonist	GLP1R ag
1	CC(=O)c1ccc(N2CCN(C(=O)COc3ccc4ccccc4c3)CC2)cc1	2.0%	2.1%	23.4	1.7%	-24.4%	6.7%	19.3%	2.2	-0.1%
2	CCCN(CCC)c1nc(C#N)nc(N(CCC)CCC)n1	5.4%	0.3%&-4.6%	11.6	-17.8%	-23.9%	15.4%	-18.9%&-14.1%	4.6	2.0%
3	CCCn1c2ccccc2c2cnn(CC(=O)NCCCN(Cc3ccccc3)C(C)C)c(=O)c21	?	.	.	?	i	5.0%	-3.2%	-4.1	.
4	CC(=O)Nc1nonc1NC(=O)CSC1=NCCS1	-5.7%	0.3%	3.9	2.8%	-5.3%[57.5 µM]	-4.1%	6.3%	-0.4	3.1%
5	CCC(=O)N1N=C(c2ccc(C)o2)CC1c1ccc(N(C)C)cc1 (stereo not drawn)	0.0%	0.5%	-5.7	-4.8%	?	10.9%	-7.7%	3.0	-2.2%
6	O=C(Nc1ccc(S(=O)(=O)NCc2ccccc2)cc1)c1ccc(Br)o1	-1.1%	-13.3%	23.9	?	-11.5%[57.5 µM]	8.6%	0.0%	6.4	15.4%
7	Cc1cc(C(=O)Cn2cc(C(F)(F)F)ccc2=O)c(C)n1CC1CCCO1 (stereo not drawn)	-1.8%	5.3%	-24.1	21.6%	i	6.0%	.	1.4	-6.7%
8	CCCC1OC2CC3C4CCC5=CC(=O)C=CC5(C)C4C(O)CC3(C)C2(C(=O)O)O1 (stereo not drawn)	-25.8%	-0.6%	6.4	-30.9%	-12.6%	10.6%	-13.3%	1.0	-1.0%
9	CC(C)=CCN1CCN(CC#Cc2ccccc2)CC1CCO (stereo not drawn)	4.6%	-3.7%	-12.3	-17.4%	6.7%	3.1%	5.2%	-13.9	10.9%
10	CCOC(=O)C1=CN(Cc2ccco2)S(=O)(=O)NC1c1cccc(OC)c1 (stereo not drawn)	2.2%	5.4%	0.0	7.5%	-21.7%	-4.3%	0.0%	17.1	-2.3%
11	O=C(Nc1ccccc1Cl)Nc1cccnc1Cl	-2.0%	-5.4%	3.0	10.9%	-20.1%	0.5%	-8.8%	-5.0	4.2%
12	O=C(NCc1ccco1)C1CCN(S(=O)(=O)N2CCOCC2)CC1	5.4%	0.3%	18.3	2.2%	i	-12.8%	9.9%	0.8	-14.4%
13	O=C(CSc1nc2ccccc2s1)N1CCOCC1	14.7%	4.4%	24.0	3.4%	-39.2%[inhibitor]	-17.5%	7.8%	5.1	22.4%
14	Cc1ccc(S(=O)(=O)N2CCC(C(=O)NC3CCCC3)CC2)cc1Cl	4.8%	-0.4%	-20.8	2.8%	-14.9%	0.0%	-22.8%	-11.6	3.3%
15	COc1cccc(CNC(=O)COC(=O)C2CC3CCCC(C2)C3=O)c1 (stereo not drawn)	11.5%	1.0%	23.3	14.4%	i	0.8%	3.5%	3.7	-7.3%
16	C[C@@]12CCC=C[C@H]1[C@H](c1ccoc1)N(Cc1ccccc1)C2=O	0.7%	1.4%	-29.4	-20.3%	-3.0%	-6.3%	-14.8%	5.0	6.4%
17	CCC(C)c1ccccc1NC(=O)c1cc2cccc([N+](=O)[O-])c2[nH]1 (stereo not drawn)	?	7.6%	2.4	?	-14.6%	?	-26.5%	2.4	10.1%
18	COC(=O)Cc1ccc(NC(=S)NCc2ccc(S(N)(=O)=O)cc2)cc1	11.9%	1.2%	2.4	19.3%	-20.8%	-13.1%	-5.0%	-5.1	5.5%
19	CCOC(=O)[C@]12CCCC=C1N(Cc1ccc3c(c1)OCO3)C(=O)[C@H](CC(=O)NCC1CCCCC1)C2	-0.1%	-0.4%	2.4	?	-58.7%[inhibitor]	14.7%	-25.2%	-0.7	-1.5%
20	CCCOc1ccc(C2c3c(-c4ccccc4O)n[nH]c3C(=O)N2CCc2ccccc2)cc1OCC (stereo not drawn)	-13.2%	.	.	?	i	0.0%	-3.4%	6.8	.
21	O=C(Cc1cccs1)Nc1ccc(F)c(S(=O)(=O)N2CCOCC2)c1	-8.0%	-2.8%	18.8	2.6%	-41.7%[inhibitor]	4.6%	-14.9%	4.3	4.7%
22	COc1ccc(C(=O)Nc2cc(C)c3c(=O)oc4ccccc4c3n2)cc1	7.0%	2.7%	0.6	8.8%	-19.0%	3.4%	?	-3.8	-4.8%
23	CN(C)/C=N/C(=S)Nc1ccc(Cl)cc1	9.7%[7.66 µM]	17.5%	-8.6	7.4%[7.66 µM]	i	-3.7%[9.22 µM]	0.0%	3.7	8.8%
24	CCOC(=O)N1CCN(C(=O)CCSc2ccccc2)CC1	-2.8%	-3.3%	-16.7	5.0%	-7.7%[57.5 µM]	18.5%	-1.2%	0.6	-5.6%
25	COc1ccc(NC(=O)NCCn2nnc3cc(S(=O)(=O)N(C)C)ccc32)cc1	3.9%	.	.	-1.0%	i	8.0%	0.0%	3.0	.

Next part; the last 2 above are carried over.
No.	SMILES	GLP1R cytotox	aSyn yeast inh	DRD3 antagonist	GLP-1R inv ag	PTHR1 ag	TDP-43 yeast inh	KB-V1 cytotox	DRD3 agonist	GLP1R ag
24	CCOC(=O)N1CCN(C(=O)CCSc2ccccc2)CC1	-2.8%	-3.3%	-16.7	5.0%	-7.7%[57.5 µM]	18.5%	-1.2%	0.6	-5.6%
25	COc1ccc(NC(=O)NCCn2nnc3cc(S(=O)(=O)N(C)C)ccc32)cc1	3.9%	.	.	-1.0%	i	8.0%	0.0%	3.0	.
26	COC(=O)c1[nH]c2ccccc2c1NC(=O)CNC1CCCCC1	-6.6%	-0.3%	9.4	?	-15.5%[57.5 µM]	6.1%	18.4µM*	3.4	-0.6%
27	Cc1cnc(C(=O)OCC(=O)Nc2ccc(OCc3ccccc3)cc2)cn1	0.0%	2.9%	-1.9	21.8%	i	6.5%	.	0.8	9.7%
28	COc1cc(C(=O)OCC(=O)NC2CCCC2)cc(NC(=O)c2ccco2)c1OC	-14.5%	1.9%	20.9	1.0%	i	15.9%	4.61µM*	6.0	-0.5%
29	C[N+](C)(C)CC(O)CC(=O)O (stereo not drawn)	2.0%	-3.9%	5.1	6.4%	-19.3%	17.0%	9.9%	0.1	-1.5%&-4.1%
30	CCCn1c(Sc2nc3c(c(=O)[nH]c(=O)n3C)n2CCC)nc2c1c(=O)[nH]c(=O)n2C	-2.4%	-1.7%	-57.1*	9.3%	-2.1%[57.5 µM]	-23.2%	0.2%	0.0	-1.3%
31	Cc1occc1C(=O)NCc1ccco1	-8.0%	5.8%	11.5	6.7%	i	11.3%	1.0%	5.4	-14.5%
32	CCOC(=O)Cn1cnc(C)c1	6.6%	0.5%	14.3	15.5%	i	18.4%	0.0%	1.8	-5.5%
33	Cc1cc(S(=O)(=O)NCc2ccccc2)ccc1OCC(=O)N1CCCC1	0.5%	1.0%	-1.9	2.9%	i	-20.5%	?	3.7	7.9%
34	CCN(c1ccc(N=Cc2c(O)n(Cc3ccc(OC)cc3)c(=O)c3ccccc23)cc1)C(C)C	6.3%	2.9%	-10.9	3.8%	-2.0%	10.5%	-22.8%	-1.9	3.7%
35	Cc1ccc(NC(=O)c2ccccc2OCC(=O)Nc2ccccc2F)cc1S(=O)(=O)N(C)C	-17.4%	-11.2%	29.3	?	-17.3%	9.1%	?	-4.7	8.8%
36	Cc1ccc(NC(=O)c2ccccc2O)cc1	-11.2%	-40.0%[inhibitor]	?	?	-18.5%[57.5 µM]	-76.3%[inhibitor]	-15.9%	-12.7	7.5%
37	Cc1ccc(N(CC(=O)O)S(=O)(=O)c2cccc3nonc23)cc1	1.3%	0.5%	-11.0	1.0%	i	-9.5%	0.0%	-9.2	-30.5%
38	CN(C)C(=O)CCc1ccc2c3c([nH]c2c1)[C@]1(C)[C@@H](C(=O)N2CCOCC2)C[C@H](CC(=O)NCCc2ccccn2)C(=O)N1CC3	1.4%	-13.8%	23.1	8.9%	0.0%	17.1%	0.0%	5.5	-0.2%
39	CC1CCCCC1NC(=O)CCn1ccc2cc(S(=O)(=O)N3CCCC3)ccc21 (stereo not drawn)	-3.1%	-12.9%	-1.3	-25.4%	i	-3.9%	-14.0%	-1.8	7.0%
40	O=C(CCn1c2c(c3ccccc31)CCCC2)NNC(=O)c1ccc(Cl)c([N+](=O)[O-])c1	-20.6%	0.2%	?	?	-8.8%	-14.4%	?	-4.2	-10.3%
41	CC(=O)Nc1cccc(-c2csc(C(O)c3ccc(F)cc3)n2)c1 (stereo not drawn)	7.1%	3.6%	-16.6	-4.0%	-33.5%[inhibitor]	23.5%	-0.9%	5.3	-2.2%
42	CCCN1C(=O)C(NS(=O)(=O)c2ccc(N)cc2)(C(F)(F)F)C(C(=O)OC)=C1C (stereo not drawn)	-5.2%	2.7%	27.9	-8.1%	i	7.5%	0.0%	3.4	-7.5%

Assay outcomes as filed in PubChem.
